# Bioassay records from PubChem BioAssay.
# Runt-CBFb FRET – blocks binding of human RUNX1 Runt domain to CBFb. Q01196+Q13951. Cerulean-Runt/Venus-CBFb FRET ratio 530/480, 1 h. inhibition, % at 20 µM. 220,000 compounds, 0.46% hits. AID 1496;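 active means inhibition over about 50% at 20 µM in the single-dose screen, limit read from the data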;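 further: 0% = DMSO wells and 100% = excess unlabeled CBFb competitor control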
#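 Reagent – Venus-CBFb binding partner, 100 nM · Assay system – Cerulean-tagged RUNX1 Runt domain (FRET donor) fusion protein · Input – 100 nM per protein · Incubation – two 1 h room-temperature incubations shielded from light · Measured by – FRET fluorescence · Medium – Tris buffer pH 7.5 with salts and BSA · Benchmarks – unlabeled CBFb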
# Runt-SMMHC FRET – inhibitors of human RUNX1 Runt domain binding to CBFb-SMMHC; Q01196+Q13951; Cerulean-Runt/Venus-CBFb-SMMHC FRET ratio 530/480, 1 h; inhibition, % at 20 µM; 220,000 compounds, 0.74% hits;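 active means mean inhibition across duplicate retests at 20 µM reaching about 50%, limit read from the data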;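 further: 0% = DMSO wells and 100% = wells with excess untagged CBFb-SMMHC; inhibitors lower the FRET ratio by blocking Runt binding to CBFb-SMMHC; some results filed as inactive read as strong as hits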
# RBBP9 inh – blocks human serine hydrolase RBBP9; O75884; recombinant RBBP9, FP-Rh probe fluorescence polarization; inhibition, % at 7.94 µM; 220,000 compounds, 0.2% hits; AID 1515;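 active means inhibition above the campaign mean of all tested compounds plus 3 SD, cut at about 14% in these data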;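 further: plate controls were DMSO wells with RBBP9 for no effect and wells lacking RBBP9 protein for full effect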
# Target sequence (O75884 whole entry, looked up): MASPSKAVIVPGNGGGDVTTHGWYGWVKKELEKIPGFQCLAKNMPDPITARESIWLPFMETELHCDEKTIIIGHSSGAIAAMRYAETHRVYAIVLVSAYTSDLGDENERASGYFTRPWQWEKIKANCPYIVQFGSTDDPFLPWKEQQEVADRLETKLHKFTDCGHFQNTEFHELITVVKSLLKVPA
#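 Test system – recombinant human RBBP9 · Input – RBBP9 2.5 µM in dispensing solution, pre-mixing · Medium – Tris buffer pH 8.0, NaCl, Pluronic · Schedule – preincubation 30 min plus labeling 45 min at 25 °C · Measured by – fluorescence polarization · Measure – % inhibition · Controls – DMSO and no-protein wells · Replicates – one well per compound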
# MDM2 E3 inh – blocks human Mdm2 ubiquitin ligase activity; Q00987; cell-based MDM2 ubiquitination luciferase reporter, 2 h; 0 = plate control, 100 = twice control, blank-subtracted; signal enhancement, % at 5 µM; 210,000 compounds, 0.11% hits; AID 1230;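 active means signal enhancement of 30% or more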;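 further: luminescence tracks abundance of the self-degrading MDM2-luciferase fusion protein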
# Target sequence (Q00987 whole entry, looked up, the tested form may be a part): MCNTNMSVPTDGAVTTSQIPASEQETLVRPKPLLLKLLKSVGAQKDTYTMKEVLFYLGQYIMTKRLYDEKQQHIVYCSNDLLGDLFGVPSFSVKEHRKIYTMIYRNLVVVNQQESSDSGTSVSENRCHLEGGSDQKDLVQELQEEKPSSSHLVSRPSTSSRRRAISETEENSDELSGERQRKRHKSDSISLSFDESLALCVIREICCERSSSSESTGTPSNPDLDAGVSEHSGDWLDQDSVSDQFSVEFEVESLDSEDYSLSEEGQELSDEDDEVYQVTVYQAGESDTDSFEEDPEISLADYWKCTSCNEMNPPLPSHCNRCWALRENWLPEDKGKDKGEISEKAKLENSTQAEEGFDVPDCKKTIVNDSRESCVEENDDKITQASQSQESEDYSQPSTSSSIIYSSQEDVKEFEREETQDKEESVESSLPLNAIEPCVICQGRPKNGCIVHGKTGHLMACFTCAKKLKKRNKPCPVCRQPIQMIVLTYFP
#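 Assay system: stable mammalian line carrying autodegrading MDM2–luciferase fusion reporter; amount: 2000 cells seeded into each well; buffer or medium: DMEM; benchmarks: plate control and blank wells; signal: luciferase luminescence; timing: 2 h compound exposure at 37 °C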
# p97 inhibitor – blocks human p97 ATPase activity. P55072. recombinant p97 ATPase, Kinase-Glo ATP luminescence, 3 h. inhibition, % at 8 µM. 220,000 compounds, 0.42% hits. AID 1481; in the data active means inhibition above about 15%;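 further: 0% = DMSO vehicle and 100% = wells lacking enzyme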
# NPY-Y2 PAM-ag – potentiates or activates human NPY-Y2 receptor; P49146; cells expressing NPY-Y2, potentiator/agonist read-out; activation, % at 3.6 µM; 220,000 compounds, 0.45% hits; AID 1359; in the data active means activation above about 27%;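 further: cells stimulated with NPY near EC25 plus isoproterenol at EC100; 0% = vehicle plus submaximal agonist and 100% = vehicle plus saturating agonist; some results beyond the cut were filed as inactive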
# Target sequence (P49146 whole entry, looked up): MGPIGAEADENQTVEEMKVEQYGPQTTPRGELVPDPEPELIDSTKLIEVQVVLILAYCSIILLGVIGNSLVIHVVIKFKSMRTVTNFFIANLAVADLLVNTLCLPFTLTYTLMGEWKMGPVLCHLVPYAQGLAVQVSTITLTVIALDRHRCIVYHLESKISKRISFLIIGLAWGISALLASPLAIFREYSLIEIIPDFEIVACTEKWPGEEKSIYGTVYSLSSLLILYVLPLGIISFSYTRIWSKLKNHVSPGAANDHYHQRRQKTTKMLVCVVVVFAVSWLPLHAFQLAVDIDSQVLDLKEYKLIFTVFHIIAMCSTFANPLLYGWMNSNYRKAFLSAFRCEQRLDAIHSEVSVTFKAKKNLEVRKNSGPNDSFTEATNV
# NPY1 pot ag – potentiators or agonists of human neuropeptide Y receptor Y1 | 220,000 compounds, 0.37% hits | NPY-Y1 expressing cells, potentiator/agonist activation | activation, % at 3.6 µM | AID 1304 | P25929; in the data active means activation above about 33%, passing the limit was not always enough;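 further: cells stimulated with NPY at EC10 then isoproterenol at EC100; 0% = low agonist plus stimulus and 100% = saturating agonist plus stimulus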
# NPY Y1 blocker – antagonists of human neuropeptide Y receptor Y1. P25929. HEK293-CNG Y1 cells, membrane potential fluorescence; NPY at EC95, then isoproterenol. inhibition, % at 3.6 µM. 200,000 compounds, 1% hits. AID 1040;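 active means inhibition above the campaign mean inhibition of all tested compounds plus 3 SD, cut at about 20% in these data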;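 further: 0% = DMSO wells given NPY plus isoproterenol and 100% = isoproterenol alone without NPY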
#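 Material: HEK293 Y1/CNG channel cell line; also added: NPY (25 nM), isoproterenol (1 µM), Ro 20-1724 (25 µM); doses: one concentration, 3.6 µM, in 0.4% DMSO; schedule: compound incubation 1 h at room temperature, readout 45 min post-stimulation; technique: membrane potential fluorescence; measure: fluorescence ratio normalized to % inhibition between controls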
# Hck-Nef inh – human Hck-Nef kinase inhibition; P08631; Recombinant Hck-YEEI plus Nef, Z-Lyte FRET kinase assay; inhibition, % at 20 µM; 220,000 compounds, 0.68% hits; AID 463187;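 active means Hck-Nef kinase inhibition above about 50%, limit read from the data; inactive means inhibition below that limit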;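 further: 0% = DMSO with Hck plus Nef and 100% = Hck alone without Nef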
# Starred values were filed as active, the others as inactive; nt = not tested or not shown.
SMILES,Runt-CBFb FRET,Runt-SMMHC FRET,RBBP9 inh,MDM2 E3 inh,p97 inhibitor,NPY-Y2 PAM-ag,NPY1 pot ag,NPY Y1 blocker,Hck-Nef inh
O=C(/C=C/c1cn(CC(O)CN2CCOCC2)c2ccccc12)c1cccs1 (stereo unspecified),-64,-95,-3,-17,-3,-5,-15,nt,6
C=CCNC(=O)c1ccc(Sc2ccc(C)cc2)c([N+](=O)[O-])c1,-2,-2,-3,-4,1,6,17,0,0
Cn1c(Cc2ccccc2)nnc1SCc1cc(=O)n2ccsc2n1,0,-1,-3,4,4,7,5,17,2
c1ccc2cc3c(NCCN4CCOCC4)ccnc3cc2c1,17,78*,-6,-7,4,6,-17,1,22
C=CCNC(=O)N[C@@H](CCSC)C(=O)OC,-2,-3,-3,-15,7,17,5,0,3
O=C1CCC(=O)N1c1ccc(-c2nc3ccccc3s2)cc1,-2,2,-2,-72,-2,2,-2,-3,-10
CCOc1cc(NC(=O)c2ccccc2[N+](=O)[O-])c(OCC)cc1NC(=O)CC(C)C,nt,1,-11,12,-5,3,9,3,-2
COc1ccc(-c2cnnc(N/N=C/c3ccc(OC)c(OC)c3)n2)cc1,-4,-1,-5,-78,-8,-10,12,0,-3
CN(C)[C@@H]1CCC[C@@H]1OC(=O)C(c1ccccc1)c1ccccc1,0,2,-1,-7,2,-5,-13,13,4
CCNc1ccc(C(=O)OCC(=O)c2cc(C)n(Cc3ccc4c(c3)OCO4)c2C)cc1[N+](=O)[O-],0,-7,3,3,5,-15,5,5,7
Cc1cccc(CSc2cccc3cccnc23)c1,5,1,-9,-28,-8,-17,-13,10,-2
CCn1c(=O)cc(SCC(=O)N2CCN(c3ccccc3OC)CC2)c2ccccc21,-3,-1,-1,-7,2,-18,-25,6,1
CCOC(=O)c1cc(C#N)c(=S)[nH]c1C,30,38,-10,-12,4,2,2,-3,5
CC(C)n1c2ccccc2c2nnc(SCC(=O)Nc3ccccc3C(=O)O)nc21,-1,-3,-9,-3,3,-3,2,2,10
Oc1ccc2ccccc2c1/C=N/Nc1nnc(-c2ncc[nH]2)c2ccccc12,-36,-156,-7,-16,-2,-6,-3,2,14
O=C(NCc1ccccc1Cl)C1CCN(S(=O)(=O)c2ccc(F)cc2)CC1,-2,2,-2,-15,-2,-2,8,-1,6
CCC(C(=O)NCc1ccco1)N(Cc1cccs1)C(=O)CNS(=O)(=O)c1ccccc1 (stereo unspecified),0,2,3,-6,-1,13,5,-1,7
COc1ccc(OC(C)c2nnc(N)s2)cc1 (stereo unspecified),6,-8,-2,-20,10,-7,-6,-4,7
COc1ccc(-n2cnnc2SCCC#N)cc1,2,8,5,-12,8,-2,12,3,1
CCOC(=O)C(NC(=O)NCc1ccccc1)(OCC)C(F)(F)F (stereo unspecified),-1,3,-14,-3,1,18,-12,0,4
COc1ccc(NC(=O)COC(=O)CCCOc2ccc(Cl)cc2Cl)cc1,-1,-1,-1,-19,-7,0,-25,9,2
COc1cccc(CNC(=O)Nc2cccs2)c1,8,12,1,-16,3,9,-5,-8,-34
Cc1nn(-c2ccccc2)c2c1C(c1cccnc1)N1C=C(S(=O)(=O)N3CCCCC3)C=CC1=N2 (stereo unspecified),-4,-1,0,-7,5,7,2,2,-2
CC(C)Nc1nc(Cl)nc(NCCOc2ccccc2)n1,0,1,-1,-15,0,17,-15,4,1
N#Cc1ccc(/C=C/C(=O)c2ccccc2)cc1,4,1,-12,-8,4,-5,-19,nt,8

# Entries from the list above that contain a nitro group on carbon (3):
SMILES,Runt-CBFb FRET,Runt-SMMHC FRET,RBBP9 inh,MDM2 E3 inh,p97 inhibitor,NPY-Y2 PAM-ag,NPY1 pot ag,NPY Y1 blocker,Hck-Nef inh
C=CCNC(=O)c1ccc(Sc2ccc(C)cc2)c([N+](=O)[O-])c1,-2,-2,-3,-4,1,6,17,0,0
CCOc1cc(NC(=O)c2ccccc2[N+](=O)[O-])c(OCC)cc1NC(=O)CC(C)C,nt,1,-11,12,-5,3,9,3,-2
CCNc1ccc(C(=O)OCC(=O)c2cc(C)n(Cc3ccc4c(c3)OCO4)c2C)cc1[N+](=O)[O-],0,-7,3,3,5,-15,5,5,7

# (further entries)
SMILES,Runt-CBFb FRET,Runt-SMMHC FRET,RBBP9 inh,MDM2 E3 inh,p97 inhibitor,NPY-Y2 PAM-ag,NPY1 pot ag,NPY Y1 blocker,Hck-Nef inh
NC(=O)C1CCN(c2ccc(S(=O)(=O)N3CCCCC3)cn2)CC1,0,2,-6,-16,2,4,14,-5,-7
Cc1cn(CCC(=O)Nc2ccc(N3CCOCC3)cc2)c2ccccc12,0,-1,-2,-5,-5,8,16,nt,8
O=C(Nc1nnc(-c2ccccc2Cl)o1)c1nc2ccccc2s1,-2,-3,-2,-13,-2,-22,-35,10,2
Cc1ccc(NC(=O)COC(=O)c2ccc([N+](=O)[O-])o2)cc1S(=O)(=O)N1CCCCC1,-2,2,-5,-3,3,5,41*,9,19
Fc1ccc(COc2cccc(-c3n[nH]c(=S)o3)c2)cc1,15,6,-2,-7,3,-3,2,1,-9
COc1ccc([N+](=O)[O-])cc1NCc1ccccc1,-4,-7,-1,-7,3,-7,1,0,6
CC(C)CN(C(=O)CSc1nnc2c(Cl)cc(C(F)(F)F)cn12)C1CCS(=O)(=O)C1 (stereo unspecified),1,-2,-6,9,1,10,4,4,0
Brc1ccc(NC2=Nc3ccccc3CC2)cc1,nt,-1,-7,-3,2,1,13,3,1
Cc1cc(-c2nnc(SCC(=O)Nc3nc(-c4ccccc4)cs3)o2)no1,2,0,-5,nt,5,-14,0,nt,37
O=C(Cn1cc(C(F)(F)F)cc(Cl)c1=O)Nc1cc(S(=O)(=O)N2CCOCC2)ccc1Cl,1,3,4,-3,-2,-6,8,7,1
Cc1ccc(OC(C)C(=O)Nc2ccc(C)c(S(=O)(=O)Nc3ccc(C)cc3C)c2)cc1 (stereo unspecified),0,-60,-36,-1,1,-6,9,4,-2
COc1ccc2cc(C3OCCO3)c(Cl)nc2c1,1,1,-8,-9,-4,0,-3,-1,10
Cc1nn(Cc2ccc(Cl)cc2)c(C)c1NC(=O)CSc1n[nH]c(C)c1[N+](=O)[O-],-1,-1,-8,nt,3,29*,9,-4,3
CCOC(=O)c1c(-n2cnnn2)sc(C)c1C,16,0,1,-19,0,-18,-23,-2,0
COc1ccc(S(=O)(=O)N(C)CC(=O)NCc2cccnc2)cc1OC,2,0,3,-16,2,8,12,1,0
O=C(Nc1ccc(CSc2ccccc2)cc1)c1ccc(CN2CCOCC2)cc1,5,-8,-5,-35,-1,1,-102,-3,10
CN(C)c1nc2ccc(OCCN3CCCCC3)cc2s1,-2,-3,4,-11,-1,17,5,3,-1
C=CCn1c(NC(=O)c2ccc(Br)o2)c(C(=O)OCC)sc1=S,24,10,4,-2,4,20,-2,5,1
COC(=O)C1=C(N)Oc2cc(C)oc(=O)c2C1c1cccnc1 (stereo unspecified),-4,-3,-5,-10,-6,-18,-22,1,-1
O=C(CCC(=O)N1CCCC1)Nc1ccc([N+](=O)[O-])cc1,-1,4,5,-2,6,-2,-8,3,-6
CC(C)CC(=O)NC1(C(F)(F)F)NC(=O)N(c2ccccc2)C1=O (stereo unspecified),-1,2,-3,nt,6,-1,-2,1,-1
O=C(Nc1ccc(S(=O)(=O)NCCc2ccccc2)cc1)c1ccco1,0,5,-5,-4,-2,3,-8,0,4
C/C=C\C(=O)Nc1cccc(C2=NOC3(C2)C[C@@H](C(N)=O)N(C(=O)CC(c2ccccc2)c2ccccc2)C3)c1 (stereo partly specified),0,-5,nt,0,nt,nt,nt,nt,27
NC(=O)c1ccc(NC(=S)NCc2ccco2)cc1,20,6,3,8,3,-2,-8,9,20
Clc1cccc(CSc2nnc(-c3sccc3-n3cccc3)o2)c1,-2,-7,-6,-13,1,-42,-15,3,-2
SMILES,Runt-CBFb FRET,Runt-SMMHC FRET,RBBP9 inh,MDM2 E3 inh,p97 inhibitor,NPY-Y2 PAM-ag,NPY1 pot ag,NPY Y1 blocker,Hck-Nef inh
COc1ccc(Nc2nc(N)nc(CSc3nccn3C)n2)cc1,2,-6,-10,-9,4,-10,19,-6,21
Cc1cccc(NC2=NC(C)(C)N=C(N)N2)c1C,0,1,9,0,6,16,-1,-5,0
O=C(COC(=O)c1ccccn1)NC12CC3CC(CC(C3)C1)C2,0,-1,-11,-7,-1,-2,7,-1,-19
CC(C)c1ccc(C(=O)N/N=C/c2cccc(Cl)c2Cl)cc1,0,-6,-5,-15,0,-11,-4,0,0
C/C=C/c1ccc(OCC(=O)OCC(=O)NC2CC2)c(OC)c1,1,1,-5,-9,0,-12,2,0,16
Cc1ccc(N=Nc2c(C)[nH]n(C(N)=S)c2=O)cc1C,-8,-7,-11,-22,-2,-6,-20,1,3
COc1ccc(NC(=O)Cn2cccc2)c(OC)c1,-2,-6,4,-18,7,2,-2,5,-1
COc1ccc(C(=O)Nc2ccc(-c3ccc(NC(=O)c4ccc(OC)cc4)c(OC)c3)cc2OC)cc1,3,0,-4,-9,1,-3,-23,0,6
Cc1ccc(-c2onc3ccc(C=O)cc23)cc1,-1,-7,-6,-5,5,1,3,3,1
COc1ccc2[nH]cc(C(O)CN3CCN(c4ccccc4F)CC3)c2c1 (stereo unspecified),-1,-1,-5,-3,-3,-5,-10,nt,-1
Cc1ccc(NC(=O)C(=O)NCCN2CCN(S(C)(=O)=O)CC2)cc1,-2,0,-5,-7,4,13,13,4,5
N#CCC(=O)N/N=C/c1ccc(OCc2ccccc2)cc1,-2,2,-14,-9,4,2,11,-1,22
COc1cc(/C=N/Nc2nc3ccccc3s2)cc([N+](=O)[O-])c1O,4,2,-13,-10,5,-9,3,nt,28
CCN(CC)CCCN1C(=O)C(=O)/C(=C(/O)c2cnn(-c3ccccc3)c2C)C1c1ccncc1 (stereo unspecified),nt,nt,-7,nt,-2,3,9,-4,0
COc1ccc(/C=N/n2cc(-c3ccccc3)nc2N)cc1,0,-2,-8,-26,3,3,3,-2,-7
CC1(C)CN=C(N(Cc2ccccc2)C(=O)Nc2ccccc2)S1,-1,-3,-7,-16,1,-10,11,10,2
Cc1ccc(SCCC(=O)Nc2c(C)n(C)n(-c3ccccc3)c2=O)cc1,1,2,1,1,-2,-1,-2,7,-12

# Random draw from the library; 3.5% or so of the library scored in one or more.
